# LGR2 inh – Drosophila LGR2 receptor signaling inhibition; HEK293 LGR2, CRE-luciferase, bursicon-stimulated, 4 h; inhibition, % at 9.99 µM; hit rate 0.35% among 380,000;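 active = drop in luminescence signal, shown as inhibition above about 50% in the replicate tests, limit read from the data, passing the limit was not always enough; inconclusive = probably only some replicates passing the limit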;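 also: agonist challenge used bursicon conditioned medium at about half maximal strength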
# EWS-Fli inh – blocks EWS/Fli oncoprotein-driven transcription | AID 651661 | A673 NR0B1-luciferase reporter, viability-normalised | inhibition, % at 12.6 µM | hit rate 0.67% among 350,000;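 active = mean inhibition of at least 50% after viability correction, with every replicate also passing that limit; inconclusive = mean reaches 50% but only one of two replicates passes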;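 also: firefly luciferase signal divided by Alamar Blue viability fluorescence both relative to DMSO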
# SIRT5 inh – inhibitors of human sirtuin-5 desuccinylase | Q9NXA8 | Purified SirT5, succinyl-peptide AMC, trypsin-coupled fluorescence | inhibition, % at 15 µM | hit rate 1.1% among 330,000; in the data active = inhibition above about 15%; inconclusive = no clear call, values can overlap the other calls
# Target sequence (Q9NXA8 whole entry, looked up): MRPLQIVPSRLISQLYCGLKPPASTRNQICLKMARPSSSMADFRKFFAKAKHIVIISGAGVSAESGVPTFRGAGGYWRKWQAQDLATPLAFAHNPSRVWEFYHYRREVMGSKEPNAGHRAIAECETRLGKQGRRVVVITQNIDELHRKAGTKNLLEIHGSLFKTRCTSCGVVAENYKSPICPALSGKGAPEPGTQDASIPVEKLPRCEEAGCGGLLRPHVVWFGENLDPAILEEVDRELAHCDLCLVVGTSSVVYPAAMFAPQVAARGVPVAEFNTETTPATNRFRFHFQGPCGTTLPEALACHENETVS
# ARNT-TACC3 inh – ARNT/TACC3 interaction disruption. inhibition, % at 9.99 µM. AlphaScreen His-ARNT PAS-B/GST-TACC3 binding, luminescence; TACC3 fragment carries E629A point mutation. Q9Y6A5. hit rate 0.66% among 390,000;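 active = mean inhibition of replicates at least 50% and at least half of replicates each reaching 50%; inconclusive = half or more replicates reach 50% but mean below 50%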;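 also: 0% = complete ARNT plus TACC3 wells and 100% = ARNT alone without TACC3; many hits fall short of the cut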
# DENV2 CPE – protects cells from dengue virus 2 cytopathic effect. AID 651640. hit rate 1.7% among 350,000. DENV2-infected cells, cytopathic effect rescue, plate reader. CPE inhibition, % at 9.99 µM; in the data active = CPE inhibition above about 20%, passing the limit was not always enough; inconclusive = no clear call, values can overlap the other calls; tested in BHK-21 cells;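 also: 0% = median of neutral control wells and 100% = median of positive control wells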
# PAX8 inh HTS – lowers PAX8-driven luciferase in RMG-I cells. RMG-I TPO-luciferase reporter, SteadyGlo, 24 h. hit rate 1.2% among 360,000. inhibition, % at 12.6 µM;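 active = mean replicate inhibition at least 60% with every replicate also reaching 60%; inconclusive = only one of the two criteria is met; inactive = mean below 60% and not all replicates reaching 60%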;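 also: luciferase light reporting Pax8 driven TPO promoter activity; plate controls were median of neutral control wells for no effect and mitoxantrone controls for full effect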
# CASP6 VEID inh – blocks human caspase-6 cleavage activity | P55212 | purified caspase-6, Z-VEID-R110 cleavage fluorescence | inhibition, % at 12.5 µM | hit rate 0.53% among 350,000 | AID 686996;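 active = mean inhibition across replicates at least about 35%, with every replicate also reaching that limit, limit read from the data; inconclusive = only one of the two criteria met; inactive = neither criterion met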;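 also: 0% = median of neutral control wells and 100% = no fluorescence left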
# Target sequence (P55212 24-179 limits assumed): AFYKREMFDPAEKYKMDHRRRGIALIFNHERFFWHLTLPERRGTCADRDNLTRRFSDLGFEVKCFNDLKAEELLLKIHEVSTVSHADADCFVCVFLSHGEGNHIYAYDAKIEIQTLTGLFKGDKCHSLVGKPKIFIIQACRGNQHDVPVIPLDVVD
# Target sequence (P55212 194-293 limits assumed): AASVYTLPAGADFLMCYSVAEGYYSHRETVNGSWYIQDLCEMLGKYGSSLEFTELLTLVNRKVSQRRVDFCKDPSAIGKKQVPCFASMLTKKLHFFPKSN
# Active calls of the source: *; ? = inconclusive; nt = no result given; & = joins results of further samples. The order is random; about 4.9% have a hit in one of these screens.
SMILES	LGR2 inh	EWS-Fli inh	SIRT5 inh	ARNT-TACC3 inh	DENV2 CPE	PAX8 inh HTS	CASP6 VEID inh
O=[N+]([O-])c1cc(C(F)(F)F)cc([N+](=O)[O-])c1NCCN1CCNCC1	6	13	-2	4	-4	-5	nt
O=C(NCc1ccc(F)cc1)[C@H]1C[C@H]2C(=O)N3CCC[C@H]3C(=O)N2[C@H]1c1cccc(OCCO)c1	nt	-11	-4	-22	-2	1	1
CCOC(=O)C1=CN(Cc2cccc(F)c2)S(=O)(=O)N(CC)C1c1ccccc1 (stereo not given)	24	-12	1	-8	-14	86*	-1
CCN(CCn1cccn1)C(=O)CC1C(=O)NCCN1CC1CCCCC1 (stereo not given)	21	-31	-5	-18	1	0	-3
CC(C)C(=O)NC(=O)COC(=O)/C=C/c1cccs1	-2	10	6	-3	-2	7	nt
O=C(Nc1ccc(F)c(Cl)c1)c1cc(C2CCCN(S(=O)(=O)c3cccc4cccnc34)C2)on1 (stereo not given)	-39	-20	nt	nt	-4	-61	36*
COC(=O)c1c[nH]n2c(=O)cc(C)nc12	-17	-6	0	2	4	nt	5
COc1ccccc1/C=N/NS(=O)(=O)c1ccccc1	-1	8	13	-4	4	43	-1
O=c1[nH]n2cc(-n3cc([N+](=O)[O-])cn3)cnc2c1Br	nt	-3	2	3	-2	6	1
CC(=Cc1cccs1)C(=O)c1ccccc1	-36	-17	nt	nt	-6	-38	-1
Cc1ccc2nc(-c3ccc(NC(=O)CNC4CC4)cc3)sc2c1	-5	-1	-2	-24	6	-122	-1
C[C@@H](c1ccccc1)N1C[C@H](COCc2ccccc2)Oc2cc(N3CC[C@@H](N(C)C)C3)ccc2S1(=O)=O	4	23	-12	nt	-3	52	-2
CN1OC[C@@H]2CN(Cc3ccc(Cl)cc3)[C@H](c3ccc(-n4ccnc4)cc3)C[C@@H]21	-2	-2	7	nt	-5	-4	-6
C[C@@H]1CCCCO[C@@H](CN(C)Cc2ccc(C(=O)O)cc2)[C@H](C)CN([C@@H](C)CO)C(=O)c2cc(NS(C)(=O)=O)ccc2O1	15	1	-2	-4	-6	-2	0
N#C/C(C(N)=O)=C1/CCCN1Cc1ccccc1	7	-3	-1	nt	-5	6	0
Cc1ccc(S(=O)(=O)NCCC(=O)NC2CCCCC2)cc1	14	10	0	-21	-8	-3	1
Cn1c(=O)oc2cc(S(=O)(=O)N3CCN(c4ccccn4)CC3)ccc21	24	1	1	1	2	1	-1
CCc1ccccc1OCC(=O)Nc1cccc(S(=O)(=O)NC2=NCCCCC2)c1	-11	7	-2	30	-2	-2	0
CCCC(=O)Nc1ccc2c(c1)OC[C@H](C)N(Cc1ccccc1F)C[C@H](C)[C@H](OC)CN(C)C2=O	0	4	4	-9	-7	-10	1
CC(=O)NC(C)c1nc2ccccc2n1C(C)C (stereo not given)	5	-1	0	3	-10	10	0
CS(=O)(=O)N1c2cccc3cccc(c23)S1(=O)=O	5	-6	-6	-4	0	14	0
COc1cc(F)ccc1S(=O)(=O)n1c(C)nc2ccccc21	-2	16	nt	3	5	1	-2
C[C@@H]1CN([C@H](C)CO)C(=O)c2cccc(NS(=O)(=O)c3ccc(F)cc3)c2O[C@@H]1CN(C)Cc1ccc(Oc2ccccc2)cc1	8	4	nt	nt	nt	-15	nt
CCCC(=O)Nc1ccc2c(c1)C(=O)N(C)[C@@H]1CC[C@@H](CC(=O)OC)O[C@@H]1CO2	0	31	nt	2	0	-2	nt
Cc1ccc(C2=NO[C@@](CC(=O)O)(C(=O)Nc3ccc4c(c3)OCCO4)C2)cc1	-25	-6	-1	-3	?	37	1
O=C(Cc1ccccc1)N1CC2(C1)[C@H](c1ccccc1)[C@H](CO)N2S(=O)(=O)Cc1ccccc1	1	-2	-1	nt	5	5	0
N#Cc1ccccc1S(=O)(=O)N1CCN(c2nc(-c3ccccc3)nc3ccccc23)CC1	-16	-3	0	nt	-9	-10	-4
O=C(N/N=C/c1cc(Cl)ccc1O)c1ccc(Br)cc1	15	nt	nt	-1	nt	?	nt
O=C(NCc1cccnc1)C1CC(=O)N(c2ccc(F)cc2)C1 (stereo not given)	1	nt	0	5	nt	nt	-3
CC(=O)Nc1ccc(S(=O)(=O)N2CCN(Cc3cccs3)CC2)cc1	-20	2	-1	3	5	12	-5
Cc1cc(-c2ccc(S(=O)(=O)N3CCN(c4cccc(C)c4C)CC3)s2)on1	-6	9	0	-3	1	-12	0
COc1ccc(NC(=O)Nc2ccc3c(c2)CC(=O)N([C@H](C)CO)C[C@H](C)[C@@H](CN(C)C(=O)Nc2ccccc2)O3)cc1	-6	-3	3	-6	?	4	2

# 2 entries from above in a different format:
O=C(NCc1cccnc1)C1CC(=O)N(c2ccc(F)cc2)C1 (stereo not given)
  LGR2 inh = 1
  EWS-Fli inh = nt
  SIRT5 inh = 0
  ARNT-TACC3 inh = 5
  DENV2 CPE = nt
  PAX8 inh HTS = nt
  CASP6 VEID inh = -3

CC(=O)Nc1ccc(S(=O)(=O)N2CCN(Cc3cccs3)CC2)cc1
  LGR2 inh = -20
  EWS-Fli inh = 2
  SIRT5 inh = -1
  ARNT-TACC3 inh = 3
  DENV2 CPE = 5
  PAX8 inh HTS = 12
  CASP6 VEID inh = -5

# (further entries)
SMILES	LGR2 inh	EWS-Fli inh	SIRT5 inh	ARNT-TACC3 inh	DENV2 CPE	PAX8 inh HTS	CASP6 VEID inh
COc1ccc(CN2CCNC(=O)C2CC(=O)NC2CCCC2)c(OC)c1 (stereo not given)	10	-3	1	10	7	15	-2
O=C(CCNC(=O)c1ccc([N+](=O)[O-])cc1)Nc1cc(C(F)(F)F)ccc1N1CCOCC1	13	-2	-4	nt	8	9	2
CC(C)c1cccc(C(C)C)c1OC(=O)[C@H]1OC(c2ccc(Br)cc2)=C[C@@H]1c1ccc(Br)cc1	-6	0	8	-3	2	8	0
Cc1cccc(S(=O)(=O)Nc2ccc(S(=O)(=O)Nc3nccs3)cc2)c1	-2	-6	-4	1	8	-11	2
C#CCNC(=O)C1=C[C@H](c2csc3ccccc23)C[C@H](OCCCCO)O1	19	-7&-2	0	28&-5	-5&0	-14&-9	-1&3
CCN1C(=O)N/C(=C/c2cc(C)n(Cc3ccccc3)c2C)C1=O	-8	-51	4	-5	-3	-6	0
CCOc1ccc(C(C(=O)NCCC(C)C)N(CCO)C(=O)c2snc(C(N)=O)c2N)cc1 (stereo not given)	-6	10	0	0	0	4	-3
C[C@H](CO)N1C[C@H](C)[C@H](CN(C)C(=O)NC2CCCC2)Oc2cc(/C=C/c3ccccc3)ccc2S1(=O)=O	7	2	16*	12	-3	32	-2
CC(C)Oc1ccc(C(CC(=O)NCc2ccco2)c2ccccc2)cc1 (stereo not given)	21	5	4	17	nt	nt	-6
O=C(C[C@@H]1C[C@@H]2c3cc(NC(=O)NC4CCCC4)ccc3O[C@@H]2[C@@H](CO)O1)NCCN1CCCCC1	-12	-4	-2	4	0	-12	-4
CCN1[C@@H]2c3ccc(-c4ccccc4OC)c(=O)n3C[C@H]1[C@H](CO)[C@H]2C(=O)N[C@@H](C)c1ccccc1	11	-2	-1	3	-1	nt	3
O=[N+]([O-])c1cccnc1Sc1ccccc1Cl	4	-2	nt	-12	-3	-8	2
O=C(CSCc1ccccc1F)NCc1ccc(F)cc1	-22	-13	-6	-2	-5	-27	14
CC(=O)Oc1ccc(C(=O)Nc2cccc(C(=O)Nc3ccccc3C(=O)O)c2)cc1	25	5	3	2	12	-11	14
CCCCC(=O)Nc1nnc(SCC(=O)NCC2CCCO2)s1 (stereo not given)	-9	-4	-1	1	4	-1	-1
COc1ccc(NC(=O)N(C)C[C@@H]2Oc3c(NS(=O)(=O)c4c(C)noc4C)cccc3C(=O)N([C@@H](C)CO)C[C@@H]2C)cc1	3	-7	-4	-6	9	nt	-1
COc1ccc(S(=O)(=O)N2CCCC2CNC(=O)C(=O)NCc2ccc(C)cc2)cc1 (stereo not given)	19	-2	1	0	-5	7	0
COc1ccc(CCN(C)C(=O)c2cc(-c3ccc(C)cc3)nc3ccccc23)cc1OC	-16	-2	-1	4	-3	0	-126
Cc1ccc(C)c(S(=O)(=O)N2CCCCC2CCNC(=O)C(=O)NCc2ccccc2)c1 (stereo not given)	-4	36	-5	2	-8	37	2
CCCC(O)C#Cc1cnc2c(c1)C(=O)N([C@H](C)CO)C[C@H](C)[C@H](CN(C)C)O2 (stereo not given in full)	-5	-9	-2	-11	1	nt	-1
C[C@H]1CN([C@@H](C)CO)C(=O)CCCn2nncc2CO[C@@H]1CN(C)C(=O)Cc1ccccc1	8&8	2&3	-2&0	-5	-6&-3	4&-3	-1&-2
Cc1ccc(OC(=O)c2ccc3c(=O)n4c(nc3c2)CCC4)cc1	-88	5	-4	-3	4	-24	0
CCOC(=O)c1c(CSc2ccccc2)n(C)c2ccc(O)cc12	6	1	0	nt	1	25	-5
COc1ccc(CCC(=O)Nc2cccc(S(=O)(=O)N3CCOCC3)c2)cc1OC	-3	4	10	3	-4	11	2
C[C@H]1CN([C@@H](C)CO)C(=O)Cc2cc(NC(=O)Nc3cccc4ccccc34)ccc2O[C@H]1CN(C)Cc1ccccc1	1	-2	0	11	15	20	4
C[C@@H]1CN([C@@H](C)CO)C(=O)c2cc(NS(=O)(=O)c3cccs3)ccc2O[C@@H](C)CCCCO[C@H]1CN(C)C(=O)CCCN(C)C	8	-12	-2	5	-12	-2	-20
Cc1cc(C)c(OCC(=O)OCC(=O)NCCC2=CCCCC2)c(C)c1	8	2	2	0	-2	2	-2
COc1ccc(S(=O)(=O)N2CCCC(C(=O)Nc3ccc4c(c3)OCCO4)C2)cc1 (stereo not given)	-1	-15	1	-3	-2	nt	0
O=C(N=Nc1c(O)[nH]c2ccc(Br)cc12)c1ccccc1-n1cccc1	-7	45	1	-3	3	nt	1
CCCNC(=O)N1C[C@@H]2[C@H](c3ccccc31)[C@@H](CO)N2Cc1ccc2c(c1)OCO2	1	6	-1	-1	2	13	4
CCCNc1nc(C)cc(-c2cc(C(=O)NCc3ccccc3)on2)n1	1	1	14	0	-7	-6	0
COC(=O)[C@@]1(Cc2ccc(F)cc2)[C@H]2c3cc(C(=O)N4CCCC4)n(CCF)c3C[C@H]2CN1C(=O)c1ccccc1	4	-3	nt	nt	0	3	0
CS(=O)(=O)N1CC(=O)N2[C@@H](CO)[C@H](c3ccc(C#Cc4ccc(F)cc4)cc3)[C@@H]2C1	7	2	-2	nt	?	-12	1
O=C(Cc1ccccn1)N1CC(=O)N2[C@@H](CO)[C@H](c3ccc(C#CC4CCCC4)cc3)[C@@H]2C1	-3	15	-7	nt	6	nt	2
CCN(C[C@H]1[C@H](c2ccccc2)[C@@H](CO)N1C(=O)COC)S(C)(=O)=O	16	-4	15	5	-9	-19	-1
Cc1ccc(-n2nc(C)c3onc(C)c3c2=O)cc1	-1	-15	-2	1	12	3	-7
COc1ccc2c3c(n(C)c2c1)[C@@H](CO)N(C(=O)C1CCC1)CC31CCN(C(=O)Nc2cccc(F)c2)CC1	0	-8	1	nt	3	17	0
Cc1ccc(S(=O)(=O)N2CCOCC2)cc1C(=O)NC1CCN(Cc2ccccc2)CC1	-2	5	-5	0	?	4	-151
COc1cccc(CNC(=O)C[C@@H]2CC[C@@H]3[C@@H](COc4ccc(NC(=O)c5cccs5)cc4C(=O)N3C)O2)c1	12	5	-1	-8	-5	7	0
CCOc1ccc(N(C(C)C(=O)N2CCCCCC2)S(C)(=O)=O)cc1 (stereo not given)	6	5	2	3	?	1	1
C[C@@H]1CN([C@H](C)CO)C(=O)Cc2cc(NC(=O)C3CC3)ccc2O[C@@H]1CN(C)S(C)(=O)=O	-8	-7	-2	11	-4	9	-3
O=C(c1ccc(Cl)c(Cl)c1)N1CCC(=O)N([C@H](COCc2ccc(Cl)cc2)Cc2ccccc2)CC1	3	4	-7	nt	16	13	2
COc1ccccc1CNC(=O)c1ccc(NC(=O)CC2SC(N3CCCC3)=NC2=O)cc1 (stereo not given)	-11	-9	1	nt	?	3	5
